# Screening results: PubChem, several laboratories
# Large T inhibition – TAg ATPase/helicase activity blockers – biochemical (AID 1903); SV40 large T antigen ATPase/helicase inhibition assay; higher % means a stronger effect; inhibition, % at 20 µM; hits with a dose series show IC50 in µM; actives 0.39% (n = 310,000); in the data active means a potency from the dose series; inconclusive means inhibition mostly from about 32% at the one dose, without a potency; inactive means the rest, 99 in 100 with inhibition below about 32%; further: strong numbers were not always called active
# RSV CPE inhibition – RSV antiviral activity via CPE protection, HEp-2 cells, primary 10 µM value included (AID 2391) | actives 0.13% (n = 310,000) | CPE inhibition, % at 10 µM; hits with a dose series show IC50 in µM | HEp-2 cells, RSV-induced CPE inhibition; higher % means a stronger effect; in the data active means a potency from the dose series; inconclusive means CPE inhibition mostly from about 23% at the one dose, without a potency; inactive means the rest, 99 in 100 with CPE inhibition below about 21%; further: strong numbers were not always called active
# PMI inhibitors – inhibitors of human PMI, primary screen, biochemical, fluorescence intensity, coupled assay (AID 1209). purified PMI enzyme, coupled fluorescence intensity; higher % means a stronger effect. inhibition, % at 20 µM, or IC50 in µM where a hit was titrated. actives 0.42% (n = 190,000);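 further: plate controls were DMSO vehicle for no effect and wells lacking substrate for full effect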
# Ins promoter up – MIN6 insulin promoter up-regulation. MIN6 insulin promoter-GFP reporter, high-content imaging; hits give high values. z-score at 5 µM. actives 0.3% (n = 190,000);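 active means z-score above 3 at 5 µM with at least 500 cells counted in the well; inconclusive means wells under 500 cells, flagged as cytotoxic or low count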
# West Nile antiviral – West Nile virus antiviral activity, cell-based, CPE readout (AID 1621) | CPE inhibition, % at 10 µM, or IC50 in µM where a hit was titrated | actives 0.02% (n = 290,000) | West Nile virus-infected cells, CPE inhibition; higher % means a stronger effect; in the data active means a potency from the dose series; inconclusive means CPE inhibition mostly from about 3.7% at the one dose, without a potency; inactive means the rest, 99 in 100 with CPE inhibition below about 2.2%; further: strong numbers were not always called active
# PMI inhibition – human PMI inhibitors, high substrate, primary screen, biochemical, fluorescence intensity, high mannose 6-phosphate (AID 1220); recombinant PMI enzyme, coupled fluorescence intensity; higher % means a stronger effect; inhibition, % at 20 µM; hits with a dose series show IC50 in µM; actives 0.66% (n = 190,000)
# CSM14.1 death rescue – rescue of cells from ER stress-induced death, primary screen, 384-well, CSM14.1, thapsigargin, ATP luminescence (AID 1222); CSM14.1 thapsigargin-induced death rescue, ATP luminescence; higher % means a stronger effect; cellular ATP content (survival), % at 20 µM; hits with a dose series show EC50 in µM; 190,000 tested, under 10 active;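 active means EC50 below 50 µM in the dose-response confirmation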;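 further: death triggered by thapsigargin at about 15 µM added after 2 h compound pretreatment; cell ATP read after overnight thapsigargin exposure of roughly 18 to 22 hours; normalized against plate controls of thapsigargin alone and 5% DMSO vehicle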
# TNAP activators – stimulation of alkaline phosphatase TNAP activity – biochemical, luminescent, no phosphate acceptor, uHTS, primary screen (AID 1001); purified TNAP, luminescent activation assay, no phosphate acceptor; higher activation fold means a stronger effect; activation fold at 20 µM, or EC50 in µM where a hit was titrated; actives 0.03% (n = 200,000); in the data active means activation fold from about 3, or a potency from the dose series; inactive means the rest, 99 in 100 with activation fold below about 1.6; further: many of its hits are not listed in these tables
# PhoP inhibition – inhibitors of PhoP regulon expression, primary screen, Salmonella Typhimurium, GFP reporter (AID 1863); one-dose inhibition, % at 50 µM; IC50 in µM for titrated hits; S. Typhimurium PhoP-regulated promoter GFP reporter, 4 h; higher % means a stronger effect; actives 0.16% (n = 300,000);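 active means inhibition over 29.93%, a cutoff 3 SD above the screen mean, later confirmed by dose response; inconclusive means inhibition over 29.93% but no dose response follow-up; inactive means inhibition at most 29.93% or unconfirmed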;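 further: 0% = low Mg2+ inducing control and 100% = high Mg2+ repressing control; strong numbers were not always called active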
# Ins promoter up cell count – further read-out of Ins promoter up, marked with its call; cell count; measured here: cytotoxicity, nuclei count;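 total cells summed across four imaged fields per well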
# * marks the source's active call; other numbers are inactive results; ? = inconclusive; nt = no result given. Unless noted, no stated cut-off is given here; in the data, active means inhibition above about 50%; inactive means the rest.
SMILES,Large T inhibition,RSV CPE inhibition,PMI inhibitors,Ins promoter up,Ins promoter up cell count,West Nile antiviral,PMI inhibition,CSM14.1 death rescue,TNAP activators,PhoP inhibition
O=C(c1ccc(Cl)c([N+](=O)[O-])c1)N(Cc1cccc(Cl)c1)C1CCS(=O)(=O)C1 (centres undefined),4%,0.9%,8%,0.45,1495,-1.3%,0%,-2.0%,1,1%
CCN(CC)CCn1c(NCc2ccccn2)nc2ccccc21,3%,-1.0%,-5%,nt,nt,-0.5%,-8%,-3.6%,1.1,9%
CC(=O)Nc1ccc(N2C(=O)CSC2c2c(F)cccc2Cl)cc1 (centres undefined),-3%,-1.2%,13%,0.21,1572,-0.8%,47%,-1.6%,1.1,-7%
CC(=O)c1cccc(NC(=O)CCn2c(=O)oc3ccccc32)c1,6%,1.0%,nt,nt,nt,-0.2%,nt,nt,nt,-2%
O=C(CCC1CCCCC1)Nc1ccc(C(=O)c2ccncc2)cc1,23%,4.3%,4%,0.28,1674,0.0%,6%,0.4%,1.1,5%
CC(C)CC(=O)NC(=S)Nc1cccc2nsnc12,3%,nt,-13%,0.89,1358,-0.7%,27%,0.1%,1,-9%
OCCCn1c(-c2ccccc2)csc1=Nc1ccccc1,22%,18%,-6%,-0.58,1225,-0.3%,-8%,0.6%,1.1,5%
Cc1c(NC(=O)C(Sc2ccccc2)c2ccccc2)cccc1[N+](=O)[O-] (centres undefined),0%,0.6%,8%,-1.5,1520,nt,5%,-0.8%,0.9,0%
CN(C)C(CNC(=O)c1cnc(Cl)c(Cl)c1)c1ccccc1 (centres undefined),-2%,1.8%,nt,nt,nt,-0.1%,nt,nt,nt,-1%
O=C(NC1CCCC1)C(c1cccnc1)N(C(=O)c1ccco1)c1cccc(F)c1 (centres undefined),-5%,0.6%,nt,nt,nt,-1.0%,nt,nt,nt,5%
c1ccc(OCCCCN2CCOCC2)cc1,18%,0.6%,-12%,-0.52,894,0.6%,-6%,-0.2%,1.1,20%
CCCOc1ccc(-c2c(C(=O)N/N=C/c3ccc(C)o3)nnn2-c2nonc2N)cc1,8%,7.4%,nt,nt,nt,-0.1%,nt,nt,nt,-3%
O=C(COC(=O)c1ccccc1C(=O)c1ccc(Cl)cc1)NCCc1ccccc1,4%,2.9%,10%,0.61,1560,-0.5%,1%,-3.8%,1.3,-8%
C[C@H](NC(=O)c1nc[nH]c1C(=O)N[C@@H](C)c1ccccc1)C(=O)OC(C)(C)C,2%,4.8%,6%,-0.69,1241,-0.2%,5%,0.9%,1.1,5%
O=C(CN1CCOCC1)NC1CC2CCC1C2 (centres undefined),-1%,-0.1%,-4%,0.26,1137,0.2%,-15%,nt,1.1,-1%
CCc1nc2ccc(C(=O)N3CCN(c4ccccc4)CC3)cc2nc1CC,14%,-1.1%,nt,nt,nt,-0.5%,nt,nt,nt,-6%
CCCCOc1c(Br)cc(/C=C2\N=C(C)OC2=O)cc1OCC,7%,-0.3%,-11%,nt,nt,0.2%,-7%,-3.5%,1.1,-8%
CN1C(=S)SC(/[N+]([O-])=C/c2c(F)cccc2Cl)C1(C)C (centres undefined),8%,1.4%,nt,-0.09,1593,-0.2%,nt,nt,nt,-11%
CN1CCc2c(sc3c2C(=O)NC(c2ccccn2)N3)C1 (centres undefined),13%,-0.9%,11%,0,1052,0.0%,30%,-1.7%,1,-18%
O=C(CSc1ncccn1)N/N=C/c1cccc(OC2CSC2)c1,-5%,2.5%,-2%,-0.59,1146,0.0%,0%,-1.2%,1.1,15%
CCCCCCC(=O)N/N=C/Cc1ccccc1,3%,1.7%,3%,0.39,1504,0.2%,-5%,-0.7%,1.1,-9%
Cc1nc2ccccc2c(=O)n1/N=C/c1ccc2ccccc2c1O,27%,2.1%,nt,0.37,955,0.2%,nt,nt,nt,-10%
O=C1N/C(=C/c2cccs2)C(=O)N1Cc1ccc(Br)cc1,-2%,2.6%,-21%,1.2,1067,1.5%,-12%,-1.4%,0.9,6%
COc1ccc(Br)cc1C1Nc2cccc3cccc(c23)N1,10%,21%,nt,nt,nt,0.0%,nt,nt,nt,1%
CCC(NC(=O)CCc1ccccc1)c1ccccc1 (centres undefined),5%,0.0%,-2%,-0.18,1668,0.9%,0%,0.4%,1.1,-6%

# Compound profiles, from the list above:
# `O=C(NC1CCCC1)C(c1cccnc1)N(C(=O)c1ccco1)c1cccc(F)c1` (centres undefined) is listed as Large T inhibition = -5%; RSV CPE inhibition = 0.6%; PMI inhibitors = nt; Ins promoter up = nt; Ins promoter up cell count = nt; West Nile antiviral = -1.0%; PMI inhibition = nt; CSM14.1 death rescue = nt; TNAP activators = nt; PhoP inhibition = 5%
# `O=C(CN1CCOCC1)NC1CC2CCC1C2` (centres undefined) is listed as Large T inhibition = -1%; RSV CPE inhibition = -0.1%; PMI inhibitors = -4%; Ins promoter up = 0.26; Ins promoter up cell count = 1137; West Nile antiviral = 0.2%; PMI inhibition = -15%; CSM14.1 death rescue = nt; TNAP activators = 1.1; PhoP inhibition = -1%

# Further records follow.
SMILES,Large T inhibition,RSV CPE inhibition,PMI inhibitors,Ins promoter up,Ins promoter up cell count,West Nile antiviral,PMI inhibition,CSM14.1 death rescue,TNAP activators,PhoP inhibition
N=c1c2c(-c3ccccc3)c(-c3ccccc3)n(Cc3ccco3)c2ncn1Cc1ccccc1,-14%,-2.0%,13%,nt,nt,-0.6%,14%,0.8%,1.1,7%
COc1cc(Cl)c(C)cc1NC(=O)CSc1nnc(-c2ccccn2)n1Cc1ccco1,-3%,2.5%,7%,-1.1,1074,0.2%,0%,1.1%,1,2%
CC(C)(C)CC(C)(C)NC(=O)CSCC(=O)Nc1ccc2ccccc2c1,-7%,12%,14%,-0.78,673,0.7%,15%,0.5%,1.2,10%
COC(=O)c1c(-c2cccnc2)csc1NC(=O)c1ccc2c(c1)OCO2,2%,-0.6%,nt,nt,nt,-1.0%,nt,nt,nt,-3%
CC(=O)C1=C(O)C(=O)N(Cc2cccnc2)C1c1ccc(Cl)cc1 (centres undefined),9%,1.4%,-22%,nt,nt,-0.1%,-25%,-1.1%,1.1,-1%
CC(Oc1ccc(Cl)cc1)C(=O)OCC(=O)Nc1ncc(Cl)cc1Cl (centres undefined),-1%,1.4%,4%,0.16,1044,0.1%,1%,-3.5%,1.1,7%
CC1CCCCC1NC(=O)CCCc1nc2ccccc2c(=O)[nH]1 (centres undefined),3%,nt,12%,0.98,1125,-0.2%,12%,nt,1.1,-1%
O=C(c1cccs1)N1CCN(Cc2ccc3c(c2)OCO3)CC1,6%,2.6%,-1%,-0.41,1273,1.3%,4%,-1.1%,1.1,4%
O=C(OCc1cccc([N+](=O)[O-])c1)c1ccc[nH]c1=O,4%,1.0%,nt,nt,nt,0.0%,nt,nt,nt,-2%
Cc1ccc(-c2noc(CSc3nnnn3-c3ccccc3)n2)cc1,3%,?,3%,nt,nt,-0.4%,0%,-0.4%,1.1,9%
COc1ccc(CCn2c(Br)nc3c2c(=O)[nH]c(=O)n3C)cc1,1%,-1.6%,-39%,1.3,1544,0.8%,-30%,-0.4%,1,0%
COc1ccccc1-n1nnnc1SCC(=O)Nc1ccccc1,4%,0.5%,nt,nt,nt,-0.3%,nt,nt,nt,11%
Cc1ccc(CNC(=O)c2nnc(Cc3ccc(Cl)cc3)o2)cc1,14%,2.5%,nt,0.17,1083,0.0%,nt,nt,nt,-3%
Cc1cc(=O)oc2cc(OCC(=O)OCC(=O)N3CCc4ccccc43)ccc12,4%,4.4%,19%,0.1,1905,1.1%,22%,-1.9%,1.1,-7%
O=C(Cn1c(=O)c(=O)n(Cc2ccccc2)c2ccc(Cl)cc21)Nc1cc(F)ccc1F,6%,3.6%,12%,0.1,1329,-0.7%,19%,1.0%,1,4%
O=C1CC(c2ccccc2F)c2c(c3ccccc3[nH]c2=O)O1 (centres undefined),24%,0.3%,nt,0.13,1066,1.2%,nt,nt,nt,-5%
Cc1cc(-c2ccc(S(=O)(=O)N3CCN(c4ccc(F)cc4)CC3)s2)on1,-3%,-0.3%,nt,nt,nt,-0.3%,nt,nt,nt,7%
O=C(O)CC(NC(=O)Cc1ccc(Cl)cc1)c1ccco1 (centres undefined),29%,0.8%,0%,1.7,1235,0.8%,6%,-12%,1.1,0%
CCC1CCCCN1CCCNC(=O)CNC(=O)Cn1ccc2ccccc2c1=O (centres undefined),-5%,0.6%,-1%,-1.2,1444,nt,6%,1.3%,1.2,8%
CCOc1cc(C2C(C(=O)N3CCOCC3)=C(C)NC3=C2C(=O)CCC3)ccc1O (centres undefined),0%,1.9%,14%,nt,nt,-0.2%,9%,-3.6%,1.1,-16%
CCC(CC)NC(=O)CSc1nnc(-c2c[nH]c3ccccc23)o1,3%,2.6%,3%,0,1264,-1.0%,6%,nt,1.1,1%
Cc1ccc(N2C(N)=C(C#N)C(c3cccnc3)C3=C2CC(C)(C)CC3=O)cc1 (centres undefined),7%,3.5%,18%,0,1534,-0.2%,11%,-3.2%,1,-2%
O=C(CSc1nnc(-c2ccncc2)n1-c1ccccc1Cl)Nc1ccc(C(=O)O)cc1,10%,-0.6%,-31%,-0.12,1167,0.1%,-23%,2.9%,1,2%
CCSc1ncc(Cl)c(C(=O)Nc2ccc(S(N)(=O)=O)cc2)n1,-5%,-1.4%,nt,nt,nt,-1.2%,nt,nt,nt,-3%
O=C1/C(=C\c2cc(Br)cc(Br)c2O)SC(=S)N1Cc1ccccc1,11%,8.1%,nt,nt,nt,-1.1%,nt,nt,nt,-7%

# Next compounds follow.
SMILES,Large T inhibition,RSV CPE inhibition,PMI inhibitors,Ins promoter up,Ins promoter up cell count,West Nile antiviral,PMI inhibition,CSM14.1 death rescue,TNAP activators,PhoP inhibition
OC(CNCc1ccccc1C(F)(F)F)C(F)(F)F (centres undefined),-4%,3.0%,-9%,0.33,1589,0.4%,-5%,-1.6%,1.1,-5%
CCN(CC)S(=O)(=O)c1cccc(-c2nnc(SC(C)C(N)=O)n2CCc2ccccc2)c1 (centres undefined),1%,3.4%,1%,-1.4,924,-0.2%,-2%,-0.3%,1.1,-6%
O=C(Nc1ccccc1)c1cc2c(=O)c3ccccc3oc2nc1C(F)(F)F,14%,3.7%,2%,0.53,1476,-0.4%,4%,-0.4%,1.1,-9%
Cc1ccc(C(=O)N(CC(=O)NC2CCCC2)c2ccccc2C)s1,13%,2.0%,-19%,-0.59,1269,-1.0%,-11%,-0.8%,1.1,-2%
COc1cc(NC(=O)c2cnc(N)s2)cc(C(=O)Nc2cccc(C(F)(F)F)c2)c1,8%,28%,nt,-0.45,975,1.6%,nt,nt,nt,0%
Cc1c(NC(=S)NC(=O)c2sc3ccccc3c2Cl)cccc1C(=O)O,1%,-0.2%,4%,0.1,1266,0.4%,1%,-0.9%,1,1%
CCOC(NC(=O)c1ccccc1)C(NC(=O)c1ccccc1)OCC (centres undefined),3%,0.6%,11%,-0.32,1216,-0.4%,15%,nt,1.1,4%
O=C(CCc1nc2ccccc2s1)N1CCN(S(=O)(=O)c2cccs2)CC1,6%,2.2%,-2%,0.41,1226,-0.9%,0%,1.1%,1.1,-13%
CCC(=O)Nc1ccc2c(c1)ncn2C,3%,1.9%,-1%,-0.37,1526,0.0%,-6%,-1.4%,1.1,9%
